F508del corr = correctors of CFTR F508del function in bronchial epithelial cells; CFBE cells, YFP halide quenching; stimulated with forskolin plus potentiator P3; % fluorescence drop versus neutral controls; activity (quench increase), % at 7.58 µM; 350,000 compounds, 0.36% hits;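 active = mean added fluorescence quench of at least 8% versus neutral control, with both replicates also reaching 8%; inconclusive = only one of the mean or replicate conditions met; inactive = mean below 8% and not both replicates reaching 8%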;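 also: cells transiently co-express mutant CFTR-F508del with the halide-sensitive YFP; corrector assay measuring rescue of mutant channel to the surface after 24 h compound exposure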
DENV2 CPE = DENV2-induced cell death inhibition; 350,000 compounds, 1.7% hits; AID 651640; DENV2-infected cells, cytopathic effect rescue, plate reader; CPE inhibition, % at 9.99 µM; in the data active = CPE inhibition above about 20%, passing the limit was not always enough; inconclusive = no clear call, values can overlap the other calls; tested in BHK-21 cells;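 also: 0% = median of neutral control wells and 100% = median of positive control wells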
E-sel inducer = induces E-selectin expression in human endothelial cells; P16581; HUVEC E-selectin immunofluorescence imaging; normalized: neutral wells 0, TNF-alpha wells 100; activation, % at 7.58 µM; 260,000 compounds, 0.37% hits; AID 686992;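 active = mean E-selectin-positive cell signal at least 10% of the positive control, reached in at least 60% of replicates, without over 20% cell loss; inconclusive = no rule given, readout overlaps actives, possibly toxicity-flagged; inactive = the rest, including those meeting only one limit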;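 also: in these data hits start at about 27%; measured in HUVEC primary endothelial cells; signal is the percent of cells scored E-selectin positive by PE staining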
Target sequence (P16581 whole entry, looked up): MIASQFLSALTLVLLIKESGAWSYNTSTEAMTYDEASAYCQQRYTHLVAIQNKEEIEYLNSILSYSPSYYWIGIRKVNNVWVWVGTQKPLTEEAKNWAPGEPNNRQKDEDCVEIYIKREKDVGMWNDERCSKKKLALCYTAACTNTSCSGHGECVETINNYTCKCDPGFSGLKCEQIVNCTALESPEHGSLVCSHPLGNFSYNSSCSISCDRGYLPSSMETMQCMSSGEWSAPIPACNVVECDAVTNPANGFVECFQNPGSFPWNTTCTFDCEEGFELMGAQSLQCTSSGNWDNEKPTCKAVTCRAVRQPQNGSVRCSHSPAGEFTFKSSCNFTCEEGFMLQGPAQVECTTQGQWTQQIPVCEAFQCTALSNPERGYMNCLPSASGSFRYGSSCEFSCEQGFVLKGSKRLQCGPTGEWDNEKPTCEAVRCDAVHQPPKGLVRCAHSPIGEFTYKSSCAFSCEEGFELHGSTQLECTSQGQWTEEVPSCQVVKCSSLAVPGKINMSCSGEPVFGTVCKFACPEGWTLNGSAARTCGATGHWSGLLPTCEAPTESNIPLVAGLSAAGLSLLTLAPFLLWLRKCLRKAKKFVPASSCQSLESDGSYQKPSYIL
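Read-out: % PE-positive cells | Test system: HUVEC | Doses: One compound dose added by pin transfer | Buffer or medium: EGM-2 over gelatin coat | Signal: Immunofluorescence imaging | Benchmarks: TNF-alpha, DMSO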
RAD54 inh = RAD54 (human) branch migration inhibition; Q92698; RAD54 Holliday junction branch migration, FAM/BHQ fluorescence; inhibition, % at 10.4 µM; 360,000 compounds, 0.14% hits; AID 602329;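 active = mean normalized replicate activity at least 40 and at least half of replicates scoring 40 or more; inconclusive = only one of the two criteria met; inactive = mean below 40 and under half of replicates reaching 40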;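 also: 0% = median of neutral control wells and 100% = median of positive control wells; inhibitors cause a drop in the FAM fluorescence signal; in these data hits start at about 50%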
RAD52 inh = blocks human RAD52 DNA annealing | 360,000 compounds, 0.46% hits | inhibition, % at 18.7 µM | recombinant RAD52 DNA annealing, FRET fluorescence | P43351;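 active = every replicate showing at least 50% inhibition; inconclusive = mean inhibition at least 50% but not in every replicate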
Target sequence (P43351 whole entry, looked up): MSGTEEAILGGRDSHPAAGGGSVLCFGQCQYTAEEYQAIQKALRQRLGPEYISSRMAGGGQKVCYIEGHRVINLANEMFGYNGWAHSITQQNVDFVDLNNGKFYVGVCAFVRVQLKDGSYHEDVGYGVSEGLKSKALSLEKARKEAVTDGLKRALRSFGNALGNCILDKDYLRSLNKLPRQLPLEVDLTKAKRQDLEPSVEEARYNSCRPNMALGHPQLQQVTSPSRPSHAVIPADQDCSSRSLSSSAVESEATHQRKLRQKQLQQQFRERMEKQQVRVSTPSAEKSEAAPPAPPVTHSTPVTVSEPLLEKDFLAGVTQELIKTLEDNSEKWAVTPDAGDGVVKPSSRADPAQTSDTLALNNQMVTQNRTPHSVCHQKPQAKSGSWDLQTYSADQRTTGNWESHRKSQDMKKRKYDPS
GSIS activator = primary screen for activators of insulin secretion dependent on glucose, INS-1E cells, GLuc reporter luminescence; INS-1E GLuc reporter insulin secretion, 2-3 h; activation, % at 16.6 µM; 370,000 compounds, 0.61% hits; AID 743287;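 active = lowest replicate activation of at least 40%, so every replicate reaches that level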;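 also: 0% = median of neutral control wells and 100% = median of IBMX positive control wells; some compounds called inactive have numbers as strong as hits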
Xi reactivation = activators of X-chromosome reactivation in mouse fibroblasts | XiGFP mouse fibroblasts, % GFP-positive cells imaging, 3 d; cells co-treated with 5-aza-dC sensitizer; scaled so ellipticine positive control = 100% | 360,000 compounds, 0.055% hits | activation, % at 7.58 µM;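 active = mean normalized replicate activation at least 10% and every replicate at or above 10%; inconclusive = only one of the two criteria met; inactive = mean below 10% and not all replicates reach 10%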;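 also: 0% = median of on-plate neutral control wells and 100% = ellipticine 6 µM median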
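Schedule: 3 d treatment, 15 min room-temperature fixation; system: 68-5-11 XiGFP fibroblast line; buffer or medium: DMEM plus 5-aza-dC sensitizer; control set: ellipticine 6 µM positive control; compound: one concentration, pinned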
Casp6 inh = inhibitors of human caspase-6; 350,000 compounds, 0.53% hits; purified caspase-6, Z-VEID-R110 cleavage fluorescence; inhibition, % at 12.5 µM; AID 686996;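 active = mean inhibition across replicates at least about 35%, with every replicate also reaching that limit, limit read from the data; inconclusive = only one of the two criteria met; inactive = neither criterion met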;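 also: 0% = median of neutral control wells and 100% = no fluorescence left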
Active calls of the source: *; ? = inconclusive; . = not tested or not shown. Hits appear at their usual frequency, and some 3.7% of all compounds hit somewhere here.

Results follow in this order: F508del corr	DENV2 CPE	E-sel inducer	RAD54 inh	RAD52 inh	GSIS activator	Xi reactivation	Casp6 inh
[1] C[C@H](CO)N1C[C@H](C)[C@H](CN(C)C(=O)CC2CC2)Oc2cc(C3=CCCC3)ccc2S1(=O)=O
  0.8	18.8	-0.1	-8.7	-9.3	8.4	0.8	0.4
[2] CO[C@H]1CN(C)C(=O)c2ccc(NC(=O)Nc3cccc(Cl)c3)cc2OC[C@@H](C)NC[C@H]1C
  -1.9	-2.1	-0.1	0.7	13.6	-9.5	-0.2	0.7
[3] C[C@H]1CN([C@@H](C)CO)C(=O)c2cc(NC(=O)C3CCCCC3)ccc2O[C@@H]1CN(C)C(=O)Nc1ccc(C(F)(F)F)cc1
  -2.0	-1.6	-0.2	-0.4	-2.7	-1.1	0.1	0.5
[4] CCCCC(=O)NC(=S)NNC(=O)c1ccc(Cl)cc1Cl
  0.2	.	3.0	-4.9	2.7	-2.7	0.1	-3.2
[5] CCN(CC(=O)Nc1cccc(OC)c1)C(=O)c1cccc(S(=O)(=O)N2CCc3ccccc32)c1
  -1.6	-6.1	0.2	-12.0	-15.5	.	-1.0	-0.1
[6] Cc1cccc(NC(=S)N2CCCCC2)c1
  .	6.7	.	.	-9.0	-0.5	0.0	1.0
[7] CN(C)CC(=O)Nc1ccc2c(c1)[C@H]1C[C@H](CC(=O)N3CCCCC3)O[C@H](CO)[C@H]1O2
  2.4	1.8	-0.5	9.2	-19.8	14.8	0.0	3.5
[8] O=C(c1ccncc1)N1C[C@@H]2[C@H](c3ccccc31)[C@@H](CO)N2C(=O)c1ccncc1
  2.6	2.0	-0.2	-0.6	-11.5	2.4	0.3	-2.3
[9] CCCC[n+]1ccn(-c2nc3ccccc3nc2[N-]S(=O)(=O)c2ccccc2)c1
  -6.0	.	.	-16.1	2.8	-8.3	.	1.6
[10] Cc1nnc(N/N=C/c2ccco2)n1N
  -4.5	-2.9	14.2	-5.6	-14.3	-6.8	-0.1	6.0
[11] O=C(CCC(=O)N(CC(=O)NC1CCCC1)c1ccccc1F)Nc1nccs1
  -1.9	-1.1	.	8.4	-13.2	9.1	0.1	10.8
[12] Cc1ccc2oc(=O)n(CC(=O)O)c2c1
  -0.1	2.2	0.2	3.6	-4.8	16.2	0.0	1.2
[13] O=C(CCCCCn1c(=O)[nH]c2ccsc2c1=O)N1CCN(C2CCCCC2)CC1
  -2.2	3.8	-0.1	-9.0	1.7	-5.3	0.3	-1.2
[14] COc1ccccc1/C=N/NC(=O)c1ccc(Br)cc1
  .	10.2	.	-9.9	-9.3	6.6	0.2	4.0
[15] O=C1O[C@@H](c2ccccc2)[C@@H](c2ccccc2)N2[C@@H](c3ccccc3OCCO)[C@]3(C(=O)Nc4ccc(C#CCCO)cc43)[C@@H](C(=O)N3CCN(c4ncccn4)CC3)[C@H]12
  -1.4	4.7	.	-1.5	76.2*	.	.	-0.5
[16] COc1ccc(CN2CC3(C2)CN(C(=O)CN(C)C)[C@@H](CO)c2[nH]c4cc(OC)ccc4c23)cc1
  -2.8	-4.7	-0.7	.	67.5*	27.8	0.1	2.9
[17] CC(=O)Nc1ccc2c(c1)C(=O)N(C)[C@@H]1CC[C@H](CC(=O)NCc3ccc4c(c3)OCO4)O[C@H]1CO2
  0.4	2.2	0.0	3.7	.	19.3	0.2	.
[18] CN(C)C(=S)Nc1ccc2c(c1)OCO2
  -0.6	2.1	.	.	-15.9	6.5	0.0	6.3
[19] O=C(CN1C(=O)NC2(CCc3ccccc32)C1=O)NC1CCCCC1 (centres undefined)
  1.0	?	0.5	8.0	-1.2	.	0.0	-1.2
[20] CCCNC(=O)N1[C@H](C#N)[C@@H](c2ccccc2C2=CCCCC2)[C@@H]1CO
  -0.4	-2.6	0.0	.	12.6	-18.3	0.0	-2.1
[21] O=C(Nc1nnc(SCCN2CCOCC2)s1)C1CC(=O)N(c2ccc(F)cc2)C1 (centres undefined)
  -0.6	0.0	0.1	-6.0	-13.0	-9.7	0.1	9.5
[22] O=C(Nc1ccc(Cl)cn1)C1COc2ccccc2O1 (centres undefined)
  0.0	.	0.0	.	4.6	-0.6	0.1	-3.6
[23] COc1ccc(C(=O)Nc2cccc(NC(=O)c3cccs3)c2)cc1
  -6.8	1.8	.	1.3	-18.6	-6.2	0.1	-3.3
[24] COc1cc(O)c(C(CCN2CCN(c3ccccc3)CC2)c2ccc3c(c2)OCO3)c(OC)c1 (centres undefined)
  3.2	3.1	-0.2	-0.6	-6.6	-34.1	-0.1	2.8
[25] COC(=O)C[C@@H]1C[C@H]2c3cc(NC(=O)NC4CCCC4)ccc3O[C@H]2[C@H](CO)O1
  -8.6	0.7	0.0	-2.6	9.5	-1.3	0.0	-0.8
[26] O=C(O)C[C@H]1C=C[C@H](NC(=O)c2ccccc2F)[C@@H](CO)O1
  0.2	-3.4	-0.4	-14.9	-8.7	4.8	0.0	0.2
[27] CCOC(=O)C1=CN(Cc2cccc(F)c2)S(=O)(=O)NC1c1ccc(F)c(Cl)c1 (centres undefined)
  4.9	2.0	3.2	-10.8	7.2	-41.1	-0.1	1.2
[28] CS(=O)(=O)Nc1ccc2c(c1)[C@@H]1C[C@H](CC(=O)NCCc3ccccc3)O[C@@H](CO)[C@@H]1O2
  -1.2	2.0	-0.1	-17.1	-11.3	-5.1	0.0	1.0
[29] CC1CC(C)CN(CCCNC(=O)c2cc3c(=O)[nH]c4ccccc4c3n2C)C1 (centres undefined)
  -1.1	.	0.8	.	0.0	7.4	-0.8	-4.0
[30] C=CCOc1ccccc1CNCCNC(=O)c1nonc1N
  0.6	-3.4	-0.1	.	0.6	10.7	0.0	3.6
[31] Cn1c(CN2CCCC2)nc2cc(NC(=O)COc3ccc(Cl)cc3)ccc21
  5.3	-6.6	.	-9.6	-121.9	-7.4	.	-5.4
[32] CCN1C(=O)C(=O)N(CC(=O)Nc2ccccc2Oc2ccccc2)C1=O
  -4.6	-2.7	-0.8	.	-19.4	-4.4	0.0	.
[33] CNC(=S)NNC(=O)c1cccn(Cc2cccc(C(F)(F)F)c2)c1=O
  -0.2	3.8	-0.1	4.7	-8.4	-6.9	0.0	-2.6
[34] COc1ccc2c3c(n(C)c2c1)[C@H](CO)N(C(=O)NC1CCCC1)CC31CCN(C)CC1
  0.0	-6.2	-0.3	.	0.4	23.5	0.4	-3.6
[35] Cc1cc(OCC(=O)N(C)C2CCCCC2)cc(C)c1Cl
  0.6	-5.7	-0.1	.	18.0	.	0.0	2.8
[36] COc1ccc(NC(=O)C(C)SCc2ccccc2)cc1 (centres undefined)
  -0.6	-2.4	4.9	.	-15.5	-3.4	0.0	-0.8
[37] C/C=C/c1ccc2c(c1)O[C@H](CN(C)CC1CCCC1)[C@@H](C)CN([C@H](C)CO)S2(=O)=O
  -5.4	-3.5	1.1	-3.3	14.1	-3.3	-0.1	-0.1
[38] C[C@H](CO)N1C[C@H](C)[C@@H](CN(C)S(=O)(=O)c2ccccc2)Oc2ccc(NC(=O)Nc3ccc4c(c3)OCO4)cc2CC1=O
  -0.4	-2.6	0.0	.	0.3	2.9	-0.6	-1.1
[39] CC(=O)N1c2ccccc2Sc2ccc3ccccc3c21
  -1.6	-6.6	-2.6	3.0	3.0	3.6	-0.2	2.4
[40] CCOC(=O)C1=C(C)Nc2ccccc2N=C1NC(=O)c1oc2ccccc2c1COC
  -2.5	-2.8	.	-2.1	-31.8	8.1	0.2	3.9

Continued; the last 2 above are carried over.
Results follow in this order: F508del corr	DENV2 CPE	E-sel inducer	RAD54 inh	RAD52 inh	GSIS activator	Xi reactivation	Casp6 inh
[39] CC(=O)N1c2ccccc2Sc2ccc3ccccc3c21
  -1.6	-6.6	-2.6	3.0	3.0	3.6	-0.2	2.4
[40] CCOC(=O)C1=C(C)Nc2ccccc2N=C1NC(=O)c1oc2ccccc2c1COC
  -2.5	-2.8	.	-2.1	-31.8	8.1	0.2	3.9
[41] COc1ccc2c3c(n(C)c2c1)[C@@H](CO)N(C(=O)c1cccc(F)c1)CC31CN(C(=O)c2cccc(F)c2)C1
  1.6	34.2*	-0.1	.	-6.5	-15.5	0.2	-1.3
[42] CN(CC(=O)Nc1cccc(F)c1)C(=O)c1cn(-c2ccccc2)nc1-c1ccccc1
  -0.5	-5.4	.	-4.1	-28.6	-52.5	0.3	-1.8
[43] Cc1c(C(=O)N2CCOCC2)c(S(=O)(=O)Nc2ccc(OC(F)(F)F)cc2)c(C)n1C
  -3.5	10.8	.	-14.0	-2.9	2.0	0.1	0.3
[44] CCC1(c2ccccc2)SC(=O)NC1=O (centres undefined)
  0.2	-9.4	-0.6	.	-9.3	32.5	-0.1	-6.0
[45] COc1ccc(-c2csc(NC(=O)C3CSC4(C)CCC(=O)N34)n2)cc1OC (centres undefined)
  3.2	-1.6	-0.8	-7.4	-14.0	20.4	0.0	0.1
[46] O=C(C[C@@H]1CC[C@@H](NC(=O)C2CCC2)[C@H](CO)O1)Nc1nccs1
  -3.0	-5.8	-0.4	-6.5	4.2	4.1	0.1	0.6
[47] O=C(OCC(=O)N1CCCCCC1)c1ccc(S(=O)(=O)N2CCOCC2)cc1
  -1.6	16.3	.	.	-13.5	-3.3	0.0	-1.1
[48] CC12CCC(=O)N1C(C(=O)NNC(=O)COc1cccc(C(F)(F)F)c1)CS2 (centres undefined)
  -0.7	-4.0	.	0.3	-13.3	0.4	0.1	2.5
[49] CCO[C@H]1c2c(ccc3ccc(=O)oc23)OC(C)(C)[C@H]1O
  -3.2	10.1	-0.3	0.2	-11.4	19.1	0.0	-1.2
[50] Cc1cc2nc(-c3nnnn3-c3c(C)cccc3C)c(=O)[nH]c2cc1C
  7.3	-2.9	6.7	.	-17.9	3.9	-0.1	3.8
[51] Cc1noc(C)c1NC(=O)Nc1ccc2c(c1)C(=O)N([C@@H](C)CO)C[C@H](C)[C@H](CN(C)C(=O)CCCN(C)C)OCCCC[C@H](C)O2
  2.3	?	-0.1	5.2	3.7	1.9	-0.5	-32.0
[52] C[C@@H]1CN([C@H](C)CO)C(=O)c2cc(NS(=O)(=O)c3cccs3)ccc2O[C@@H](C)CCCCO[C@@H]1CN(C)S(C)(=O)=O
  1.6	-16.4	-0.4	.	-5.9	-5.3	-1.0	-1.4

From PubChem BioAssay
